NTR1 agonist = agonists of NTR1, primary screen, imaging, U2OS cells, beta-arrestin-GFP, high content (AID 493036) | NTR1-U2OS beta-arrestin-GFP spot imaging, agonist mode | P30989 | activation, % at 20 µM | actives 0.17% (n = 330,000);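 active = activation at or above 40% of the spot to cytoplasm intensity ratio, with at least 20 cells analyzed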;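 note: 0% = DMSO without peptide and 100% = 100 nM NTR1 peptide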
Target sequence (P30989 whole entry, looked up): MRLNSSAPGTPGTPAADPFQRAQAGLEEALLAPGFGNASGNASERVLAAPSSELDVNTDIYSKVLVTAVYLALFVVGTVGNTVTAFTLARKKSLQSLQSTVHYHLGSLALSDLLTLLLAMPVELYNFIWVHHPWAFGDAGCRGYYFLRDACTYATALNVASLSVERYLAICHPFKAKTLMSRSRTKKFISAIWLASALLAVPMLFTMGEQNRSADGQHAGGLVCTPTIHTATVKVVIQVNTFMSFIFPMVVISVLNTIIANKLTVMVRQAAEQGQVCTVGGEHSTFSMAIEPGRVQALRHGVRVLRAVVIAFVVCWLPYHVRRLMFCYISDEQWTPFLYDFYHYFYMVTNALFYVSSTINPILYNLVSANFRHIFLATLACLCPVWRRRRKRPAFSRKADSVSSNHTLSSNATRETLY
NTR1 agonist cell count 20 µM = also measured in NTR1 agonist; calls as there; cell count; measured here: cell count, cytotoxicity flag
Starred values were filed as active, the others as inactive. Only part of the results is shown, so the mix of outcomes need not match the whole.

smiles	NTR1 agonist	NTR1 agonist cell count 20 µM
CC(C)CCCN1C(N(C)C)=NC[C@@H]1Cc1ccccc1	-0.1	82
CC(=O)Nc1ccc(S(=O)(=O)N2CCNC(=O)C2)cc1	-0.7	49
Cc1n[nH]c(C)c1S(=O)(=O)N1CCN(S(=O)(=O)c2cccc(F)c2)CC1	0.9	41
OCC[C@H]1C[C@H](O)[C@@H](O)[C@@]2(CCc3ccccc3CO2)O1	-2.4	51
C=CC(=O)N1CCCC(Nc2nc(Nc3ccc(N(C)C(=O)CC)cc3C)nc3nc[nH]c23)C1 (stereo unspecified)	0.2	71
O=C(O)c1cc(S(=O)(=O)Nc2ccc3cn[nH]c3c2)ccc1O	-1.4	70
Cc1ccc(NC(=O)COC(=O)C2CCN(c3ccc(C(F)(F)F)cn3)CC2)cc1	4.6	45
N#Cc1ccccc1OCC(=O)NNC(=O)CCC1CCCC1	-0.2	42
C=CCOc1ccc(/C=C/C(=O)OC(C)C(=O)Nc2ccc(NC(C)=O)cc2)cc1 (stereo unspecified)	-1.1	68
CCC(CCCO)CCC[C@H](C)CCC1OCCO1 (stereo partly specified)	-0.9	66
O=C(COC(=O)CC1CCS(=O)(=O)C1)Nc1ccc(F)cc1 (stereo unspecified)	3.6	65
CC(C)C(NC(=O)c1ccccc1F)C(=O)NCc1ccc(S(=O)(=O)N2CCOCC2)cc1 (stereo unspecified)	0.3	55
CN(C(=O)C1CCCCN1S(=O)(=O)c1ccccc1)c1ccccc1 (stereo unspecified)	0.2	64
CN(C)c1ccc(C(CNS(=O)(=O)c2ccc([N+](=O)[O-])cc2)N2CCOCC2)cc1 (stereo unspecified)	1.1	58
CCOc1ccccc1-c1nnc(SCC(=O)NC2(C#N)CCCC2)o1	1.9	47

Next part
smiles	NTR1 agonist	NTR1 agonist cell count 20 µM
COc1ccc(N2CCN(C(=O)c3cc(S(=O)(=O)N4CCCCCC4)ccc3OC)CC2)cc1	2.2	59
CCCNC(=O)c1ccc(N2CCC3(CC2)CC(c2cccc(Br)c2)=NO3)c(NC(=O)c2cccc(OC)c2)c1	0.8	64
CC(=O)c1ccc(OCCCC(=O)N(CCC2=CCCCC2)c2c(N)n(Cc3ccccc3)c(=O)[nH]c2=O)cc1	0.2	62
COC(=O)c1c(-c2ccccc2OC)sc2cc3c(cc12)OCO3	6.1	43
c1cc(-c2cc3cc4c(cc3cn2)OCO4)cs1	1.7	63
Cc1ccc(OC(C)C(=O)N(C)c2ccccc2)c([N+](=O)[O-])n1 (stereo unspecified)	-0.9	104
Cc1cnc(C(=O)N2CCN(S(=O)(=O)c3cccc(Br)c3)CC2)cn1	5.4	56
CC(=O)N[C@@H](Cc1c[nH]c2ccccc12)C(=O)OCc1cc(C(F)(F)F)cc(C(F)(F)F)c1	2.3	51
COc1ccc(CNC(=O)C(C)OC(=O)c2cccc(N(C)C)c2)cc1 (stereo unspecified)	4.3	50
COc1ccc2sc(-c3ccc(N(C)C)cc3)c(C#CCO)c2c1	21.2	45
Cc1ccc(SCC(=O)OC(C)C(=O)NC2CCCCC2C)c(C)c1 (stereo unspecified)	1.2	59
CC1(C)CC(=O)C=C(Nc2cccc(Cl)c2Cl)C1	0.7	53
Nc1nc(N)nc(-c2cc(O)ccc2O)n1	-0.5	52
CCN(CC(=O)Nc1c(F)cccc1F)C(=O)CSCC(=O)Nc1cccc(C)c1	-0.3	53
CCOC(=O)N1CCN(C(=O)CSC2=NS(=O)(=O)c3cc(Cl)ccc3N2)CC1	0.1	54

Continuation.
smiles	NTR1 agonist	NTR1 agonist cell count 20 µM
O=C(N/N=C/c1ccccc1C(=O)O)c1cccc(S(=O)(=O)N2CCOCC2)c1	0.4	51
CCC(C)(C)C1CCC2(CC1)NC(=O)N(CC(=O)N(C)Cc1ccc(OC(F)F)cc1)C2=O (stereo unspecified)	4.5	53
CCOc1ccc2nc(NC(=O)Cn3c(C)csc3=O)sc2c1	1.5	80
CN(CC(=O)NC(=O)Nc1ccccc1F)Cc1ccccc1	0.8	51
O=C(Cc1cccc(C(F)(F)F)c1)Nc1cc(S(=O)(=O)N2CCOCC2)ccc1N1CCCC1	-1.2	56
CC1(C(=O)OCC(=O)Nc2ccc(Cl)cn2)CC1(Cl)Cl (stereo unspecified)	-2.0	63
CCOC(=O)c1c(C)[nH]c(C(=O)OCC(=O)N(CC(C)C)c2c(N)n(Cc3ccccc3)c(=O)[nH]c2=O)c1C	1.7	75
COc1ccc(NC(=O)COC(=O)C2CCN(C(=O)c3ccc(Cl)cc3)CC2)c([N+](=O)[O-])c1	4.3	44
O=C(CSc1nc2ccccc2c(=O)n1-c1ccccc1F)NC1CC1	-1.1	66
Cc1noc(C)c1COc1ccc(C(=O)N2CCN(S(=O)(=O)c3ccc(Cl)cc3)CC2)cc1	0.9	65
Nc1cc(Cl)ccc1C(=O)OCC(=O)NCc1cccs1	0.1	49
Cc1ccc(NC(=O)COC(=O)c2cc(=O)c3ccccc3o2)c(Br)c1	0.8	69
C[C@H](CO)N1C[C@H](C)[C@@H](CN(C)C(=O)Nc2ccccc2)Oc2c(NC(=O)Cc3ccccc3)cccc2C1=O	0.8	68
CCOc1cc(C(=O)N(C)CC(=O)Nc2cccc3ccccc23)ccc1OC	-0.4	52
O=C(C[C@@H]1C/C=C\C[C@H](NC(=O)OCC2c3ccccc3-c3ccccc32)C(=O)O[C@H](c2ccccc2)CNC1=O)NCCO	-1.3	51

The results go on.
smiles	NTR1 agonist	NTR1 agonist cell count 20 µM
Cc1c2n(c3ccccc13)CCN(C)C2	1.7	47
Cc1ccc(S(=O)(=O)NCC(=O)OC(C)C(=O)NC2CCCCC2C)cc1C (stereo unspecified)	-0.6	78
O=C1C=CC(=C(c2ccc(O)cc2)c2ccc(O)cc2)C=C1	4.3	63
O=C(COC(=O)C1=COCCO1)Nc1cc(Cl)c(Cl)cc1Cl	1.1	63
CN(CC(=O)NCc1cccnc1)S(=O)(=O)c1cc(Cl)ccc1Cl	0.4	66
CCN1C(=O)C(=O)N(CC(=O)c2[nH]c(C)c(C(C)=O)c2C)C1=O	-0.2	46
CC(C)[C@H](NC(=O)c1ccccc1Cl)C(=O)OCC(=O)Nc1ccc(S(=O)(=O)N2CCOCC2)cc1	0.9	69
CCc1ccccc1NC(=O)CNC(=O)CNC(=O)c1cccs1	-2.3	59
O=C(C[C@@H]1C/C=C\CCCC(=O)OC[C@@H]2CCCN2C1=O)N[C@@H](CO)Cc1ccccc1	0.5	53
COc1ccc(Cl)cc1C(=O)NNC(=O)COC(=O)CC(NC(C)=O)c1ccccc1 (stereo unspecified)	0.9	52
O=C1Nc2ccccc2CCc2ccccc21	-1.4	49
CCN(CC(=O)Nc1ccc(NC(C)=O)cc1)C(=O)CSCC(=O)Nc1ccc(C)cc1	-1.0	63
CCOc1ccc(NC(=O)CN(C)C(=O)c2cc([N+](=O)[O-])ccc2N2CCOCC2)cc1OCC	-0.3	61
COc1cccc(NC(=O)CN(C)C(=O)C(Sc2ccccc2)c2ccccc2)c1 (stereo unspecified)	0.4	73
CCC(C)c1ccc(NC(=O)COC(=O)CCNC(=O)c2ccco2)cc1 (stereo unspecified)	2.3	62

The list goes on; the last 6 above are carried over.
smiles	NTR1 agonist	NTR1 agonist cell count 20 µM
COc1ccc(Cl)cc1C(=O)NNC(=O)COC(=O)CC(NC(C)=O)c1ccccc1 (stereo unspecified)	0.9	52
O=C1Nc2ccccc2CCc2ccccc21	-1.4	49
CCN(CC(=O)Nc1ccc(NC(C)=O)cc1)C(=O)CSCC(=O)Nc1ccc(C)cc1	-1.0	63
CCOc1ccc(NC(=O)CN(C)C(=O)c2cc([N+](=O)[O-])ccc2N2CCOCC2)cc1OCC	-0.3	61
COc1cccc(NC(=O)CN(C)C(=O)C(Sc2ccccc2)c2ccccc2)c1 (stereo unspecified)	0.4	73
CCC(C)c1ccc(NC(=O)COC(=O)CCNC(=O)c2ccco2)cc1 (stereo unspecified)	2.3	62
CC(=O)c1ccc(S(=O)(=O)N(C)CC(=O)Nc2ccc(C)cc2)cc1	2.6	63
COCC(C)n1c(SCC(=O)Nc2nccs2)nc2ccccc2c1=O (stereo unspecified)	0.6	44
CSCCC(NC(=O)c1ccco1)C(=O)NCC(c1ccccc1)N(C)C (stereo unspecified)	-1.0	56
CC(C(=O)N1CCc2ccccc21)N1CCN(S(=O)(=O)c2cccc(C(F)(F)F)c2)CC1 (stereo unspecified)	-1.6	53
O=C(OCC#CCSc1nnc(-c2cccc3ccccc23)o1)c1cc2ccccc2o1	0.5	73
O=C(Nc1cccc(S(=O)(=O)N2CCCCC2)c1)c1ccco1	0.5	64
CCOC(=O)c1c(NC(=O)COC(=O)CCOc2ccccc2C)sc(C(=O)NC)c1C	6.1	41
Cc1c(C(=O)N2CCN(S(=O)(=O)c3ccccc3)CC2)oc2ccccc12	3.7	51
C#CCOCCOCCOCCNc1nc(N2CCN(C(=O)[C@H](CCCCN)n3cc(CN)nn3)CC2)nc(N2CCN(C(=O)[C@H](CCCN=C(N)N)n3cc(C(N)[C@H](C)CC)nn3)CC2)n1 (stereo partly specified)	-2.4	59
COC(=O)Cc1cc(C)cc2c(=O)cc(-c3ccoc3)oc12	1.7	46
CC(Oc1ccc(Br)cc1)C(=O)NCCCN1CCCC1=O (stereo unspecified)	-0.7	52
O=[N+]([O-])c1cccc(-c2c(-c3ccccc3)ncc3ccc(F)cc23)c1	6.0	52
COc1ccccc1NS(=O)(=O)c1cc(C(=O)N2CCCCCC2)ccc1C	0.4	53
C#CCOCCOCCOCCNc1nc(N2CCN(C(=O)CCCCCCCCCCNC(=O)[C@H](CCCCN)n3cc(CCO)nn3)CC2)nc(N2CCN(C(=O)CCCCCCCCCCNC(=O)[C@H](CCCCN)n3cc(CCCC(=O)O)nn3)CC2)n1	13.5	84
Cc1ccccc1OCC(=O)OCC(=O)NC1CCCCCC1	0.6	84

Reprinted from the part before: 2 entries, then new ones.
smiles	NTR1 agonist	NTR1 agonist cell count 20 µM
C#CCOCCOCCOCCNc1nc(N2CCN(C(=O)CCCCCCCCCCNC(=O)[C@H](CCCCN)n3cc(CCO)nn3)CC2)nc(N2CCN(C(=O)CCCCCCCCCCNC(=O)[C@H](CCCCN)n3cc(CCCC(=O)O)nn3)CC2)n1	13.5	84
Cc1ccccc1OCC(=O)OCC(=O)NC1CCCCCC1	0.6	84
CSc1ccc2c(c1)C(N1CCN(C)CC1)Cc1ccc(F)cc1S2 (stereo unspecified)	17.6	47
O=C1CN(C(=O)CSc2nnnn2C2CC2)c2ccccc2N1	-1.9	79
COc1ccccc1OCCNC(=O)C1CC(=O)N(c2ccc3c(c2)OCCO3)C1 (stereo unspecified)	0.3	42
COCCN(Cc1ccccc1)C(=O)c1ccc2c(=O)n3c(nc2c1)CCC3	0.3	75
N#CCC(=O)Nc1ccc(C(=O)OCC(=O)NC(=O)Cc2ccccc2)cc1	-0.3	33
O=C(Cc1ccc(Br)cc1)NNC(=O)c1cccs1	-1.7	48
Cc1ccc(CSCC(=O)Nc2ccc(N3CCOCC3)cc2N2CCOCC2)cc1	5.4	40
COc1cc(C#Cc2c(-c3cncn3C)n(C)c3ccc(-c4ccc(OC)c(OC)c4)cc23)cc(OC)c1	1.2	42
Cn1ccnc1SCC(=O)c1ccc(F)cc1	1.8	63
CC1CCC(NC(=O)COC(=O)c2cccnc2Cl)CC1 (stereo unspecified)	0.4	54
CCOC(=O)N1CCN(c2ccc(S(=O)(=O)N3CCOCC3)cn2)CC1	-1.3	59
O=C(NCC1CCCO1)c1ccccc1OCc1ccc(Cl)cc1 (stereo unspecified)	0.9	73
CC1CCCCC1NC(=O)COc1ccc(C#N)cc1 (stereo unspecified)	-0.7	65
CCN(c1ccccc1)S(=O)(=O)c1ccc(C(=O)NCC(=O)Nc2ccc(F)c(F)c2F)cc1	-1.3	77
Cc1cccc(CCN2CCN=C2N(C)C)c1	6.7	97

The results go on:
smiles	NTR1 agonist	NTR1 agonist cell count 20 µM
O=C(/C=C/c1cccs1)NCc1cccs1	1.5	35
COc1ccccc1NS(=O)(=O)c1cccc(C(=O)NCC(c2ccc(F)cc2)N2CCOCC2)c1 (stereo unspecified)	0.4	52
Cc1ccccc1C(=O)Nc1scc(-c2ccc(Br)cc2)c1C(=O)O	0.2	42
CC(O)[C@H]1CNCCN1CCc1cc(C(F)(F)F)cc(C(F)(F)F)c1 (stereo partly specified)	3.1	99
Cc1cccc(NS(=O)(=O)c2ccc(C)c(C(=O)NCc3cccnc3)c2)c1	1.2	61
Cc1cc(NC(=O)C(C)SCC(=O)OCc2ccc([N+](=O)[O-])cc2)no1 (stereo unspecified)	0.3	57
Nn1c(SCC(=O)NCC2CCCO2)nnc1-c1cc(Cl)ccc1Cl (stereo unspecified)	-1.1	52
COc1cccc(NC(=O)C(=O)NCC(c2ccco2)N2CCc3ccccc3C2)c1 (stereo unspecified)	4.2	55
O=C(CN1C(=O)C2CC=CCC2C1=O)Nc1cc(C(F)(F)F)ccc1N1CCCC1 (stereo unspecified)	1.0	53
O=C(CSc1nc2[nH]ncc2c(=O)[nH]1)Nc1cccc(Cl)c1	-1.3	51

Taken from above.
NTR1 agonist cell count 20 µM result of `O=C(CN1C(=O)C2CC=CCC2C1=O)Nc1cc(C(F)(F)F)ccc1N1CCCC1` (stereo unspecified) reads 53
NTR1 agonist result of `CC(O)[C@H]1CNCCN1CCc1cc(C(F)(F)F)cc(C(F)(F)F)c1` (stereo partly specified) reads 3.1
NTR1 agonist cell count 20 µM result of `Cc1cc(NC(=O)C(C)SCC(=O)OCc2ccc([N+](=O)[O-])cc2)no1` (stereo unspecified) reads 57
